High-throughput results as filed in PubChem.
AmpC no deterg = blocks E. coli AmpC beta-lactamase in detergent-free assay; P00811; AmpC nitrocefin hydrolysis, absorbance 480 nm, 0.0001% Triton; Potency, µM (series often up to 57.1 µM), inactives show at the highest dose activity change, negative = inhibition, actives largely listed as inhibitors; 0.52% of 330,000 active;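 also: plate controls were no compound for no effect and no enzyme for full effect; nearly all actives have a fitted effect of over 20% in size; some results filed as inactive show a strong effect at the top dose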
Target sequence (P00811 whole entry, looked up): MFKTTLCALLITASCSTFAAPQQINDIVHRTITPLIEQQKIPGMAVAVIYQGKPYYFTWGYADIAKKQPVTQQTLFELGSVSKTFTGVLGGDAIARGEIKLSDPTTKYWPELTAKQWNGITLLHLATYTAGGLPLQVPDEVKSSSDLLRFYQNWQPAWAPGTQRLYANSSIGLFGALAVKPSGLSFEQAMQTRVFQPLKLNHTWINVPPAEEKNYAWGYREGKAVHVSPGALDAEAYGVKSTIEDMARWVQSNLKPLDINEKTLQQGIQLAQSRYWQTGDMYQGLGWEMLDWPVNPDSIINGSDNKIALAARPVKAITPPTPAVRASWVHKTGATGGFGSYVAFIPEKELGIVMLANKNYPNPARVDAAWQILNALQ
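AmpC (5.3 nM in the dispensed reagent) in 20 mM phosphate pH 7.0 with 0.01% (detergent screen) or 0.0001% Triton X-100 was preincubated with compounds for 15 min at room temperature. Nitrocefin was then added from an 800 uM solution, and hydrolysis was followed at 480 nm.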
TbPYK inhibitor = blocks Trypanosoma brucei pyruvate kinase | Potency, µM (titrated, usually from 76.8 µM), for the others: at the top dose activity, negative = inhibition, hits mostly inhibitors | 0.12% of 410,000 active | AID 624173 | Q57TT1 | TbPYK enzyme, Kinase-Glo Plus ATP luminescence, 45 min; also: nearly all actives have a fitted effect of over 50% in size
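Glycolytic pyruvate kinase of T. brucei was incubated with substrate, test compound and 130 uM ADP for 45 minutes at room temperature. Luminescent Kinase-Glo Plus signal was measured after 10 minutes.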
Numbers without * were called inactive; ? = inconclusive; [ ] = another dose, or the depositor's remark. Calls follow the shape of the dose curve; as a rule, active = well fitted curve in the direction sought with a large enough effect; inconclusive = small, poorly fitted or top-dose-only effect, or another doubt; inactive = no such curve, though single readings can be large; an effect the other way counts as inactive or inconclusive. Unless noted, % is scaled to controls: 0 for no effect and ±100 for the full control effect; potency is read from the fitted curve at half-maximal effect. These rows are one share of the data; the hit share may differ from the screen's.

SMILES | AmpC no deterg | TbPYK inhibitor
CC[C@]12c3[nH]c4ccc(Cl)cc4c3CCN1C(=O)[C@@H](CC(=O)NCCCN(C)C)C[C@@H]2C(=O)N1CCN(C(=O)c2ccco2)CC1 | 172%[activator] | -1%
CCOC(=O)C1=CN(Cc2cccc(Br)c2)S(=O)(=O)N(CC)C1C (stereo not drawn) | -26% | 1%
CC(O)c1cccc(-c2ccc(CN3C[C@]4(CO)O[C@@H](CO)C[C@@H]4S3(=O)=O)cc2)c1 (stereo partly drawn) | -4% | -2%
COc1ccc(OCCC(=O)OCC(=O)NC2CCCCC2)cc1 | 1% | 4%
O=C(COC(=O)COc1ccccc1)Nc1ccc(Br)cc1F | -20% | -3%
Cc1ccc(S(=O)(=O)N2[C@@H](c3ccc(Br)cc3)C(C(=O)O)=CC[C@H]2c2cccs2)cc1 | -36% | 0%
Cc1cnc(C(=O)OCc2nc3ccccc3o2)cn1 | -10% | 4%
O=C(CN1C(=O)C(=O)N(Cc2ccco2)C1=O)Nc1ccc(F)c(F)c1F | -26% | -11%
O=C(NC1CCCCC1)c1cccc2c1C(=O)c1ccc(-c3ccc(OC(F)(F)F)cc3)cc1S2(=O)=O | -17% | 2%
Cc1ccccc1-c1cc(C(=O)NCc2cccc(Br)c2)n(CC2CC(c3cccnc3)=NO2)n1 (stereo not drawn) | 7% | -14%
CN(CC(=O)Nc1cccc2ccccc12)C(=O)c1ccc(NC(=O)CC#N)cc1 | -27% | 1%
O=C(NC(=S)N1CCN(c2ccc(O)cc2)CC1)c1ccco1 | -13% | -17%
C[C@@H]1CN([C@@H](C)CO)C(=O)c2cccc(NC(=O)Nc3ccc(F)cc3)c2O[C@@H]1CN(C)Cc1ccc(Oc2ccccc2)cc1 | 159%[activator] | 0%
Cc1cc(C)c(C)c(S(=O)(=O)N(C)CCc2ccccn2)c1C | 34% | -3%
N#Cc1cccc(S(=O)(=O)NNC(=O)C23CC4CC(CC(C4)C2)C3)c1 | -31% | 3%

Next part; it opens with the six that closed the last part.
SMILES | AmpC no deterg | TbPYK inhibitor
Cc1ccccc1-c1cc(C(=O)NCc2cccc(Br)c2)n(CC2CC(c3cccnc3)=NO2)n1 (stereo not drawn) | 7% | -14%
CN(CC(=O)Nc1cccc2ccccc12)C(=O)c1ccc(NC(=O)CC#N)cc1 | -27% | 1%
O=C(NC(=S)N1CCN(c2ccc(O)cc2)CC1)c1ccco1 | -13% | -17%
C[C@@H]1CN([C@@H](C)CO)C(=O)c2cccc(NC(=O)Nc3ccc(F)cc3)c2O[C@@H]1CN(C)Cc1ccc(Oc2ccccc2)cc1 | 159%[activator] | 0%
Cc1cc(C)c(C)c(S(=O)(=O)N(C)CCc2ccccn2)c1C | 34% | -3%
N#Cc1cccc(S(=O)(=O)NNC(=O)C23CC4CC(CC(C4)C2)C3)c1 | -31% | 3%
COc1cc(CCC(=O)OCC(=O)NCCc2ccc(S(N)(=O)=O)cc2)cc(OC)c1OC | -12% | -7%
C[C@@]12C(=O)Nc3ccc(Br)cc3C(=O)N1[C@H]1c3ccccc3OC[C@@H]1[C@@H]2c1ccccc1 | -17% | 1%
Cc1ccc(S(=O)(=O)N2C[C@@H]3c4ccccc4N(S(=O)(=O)c4ccc(C)cc4)[C@@H]3[C@@H](C)C2CC(=O)c2ccccc2)cc1 (stereo partly drawn) | -15% | 6%
C[C@H](NC(=O)c1ccco1)C(=O)Nc1nnc(SCc2ccccc2)s1 | -17% | 3%
C=C(C)c1cc2c(ccc3ccc(=O)oc32)o1 | 12% | -9%
CN(C(=O)CSc1nc2ccccc2c(=O)n1-c1ccccc1F)C1CCS(=O)(=O)C1 (stereo not drawn) | 35% | 0%
CC(=O)Nc1ccc(S(=O)(=O)N2CCNC(=O)C2)cc1 | 0% | 4%
CCOC(=O)C1=CN(Cc2cccc(F)c2)S(=O)(=O)NC1CCc1ccccc1 (stereo not drawn) | ? | 3%
CN(CC(=O)Nc1ccccc1Cl)CC(=O)N(C)c1c(N)n(Cc2ccccc2)c(=O)[nH]c1=O | 3% | -2%
Cn1cccc1C(=O)NC(=O)COC(=O)c1ccc(S(C)(=O)=O)c([N+](=O)[O-])c1 | 13% | 8%
COc1ccc(CCNC(=O)COC(=O)c2cccn2C)cc1 | -3% | -1%
O=C(CCc1ccc(S(=O)(=O)N2CCOCC2)cc1)Nc1ccc(F)c(F)c1F | -7% | 1%
O=C(c1ccc(F)cc1)c1ccc(OCC(=O)N2CCOCC2)cc1 | -5% | -6%
C#CCOCCOCCOCCNc1nc(N2CCN(C(=O)C([C@@H](C)O)n3cc([C@@H](N)CCCCN)nn3)CC2)nc(N2CCN(C(=O)[C@H](CC(N)=O)n3cc(C(N)[C@@H](C)CC)nn3)CC2)n1 (stereo partly drawn) | 27% | 3%
COc1cccc2sc3cc(NCCCN4CCOCC4)ccc3c(=O)c12 | 199%[activator] | -14%
CCN(C(=O)CSc1nc2ccc(Cl)cc2[nH]1)C1CCS(=O)(=O)C1 (stereo not drawn) | -6% | 0%
CC(C)CN(C(=O)CCNC(=O)c1ccc([N+](=O)[O-])cc1)C1CCS(=O)(=O)C1 (stereo not drawn) | 1% | 1%
COc1ccc2c(c1)[C@H]1[C@H](CO2)[C@H](c2ccccc2)[C@]2(C)C(=O)Nc3ccc(Br)cc3C(=O)N12 | -18% | -2%
Nc1ccn([C@@H]2O[C@H](COS(=O)(=O)O)[C@@H](O)[C@H]2O)c(=O)n1 | 0% | 2%
Cc1cc(NC(=O)CSc2n[nH]c(-c3ccccc3Br)n2)no1 | -39% | 10%
C[C@H]1CN([C@@H](C)CO)C(=O)Cc2cc(NC(=O)CCC(F)(F)F)ccc2O[C@H]1CN(C)S(=O)(=O)c1ccc(Cl)cc1 | 254%[activator] | 2%
O=C(/C=C/c1ccc([N+](=O)[O-])cc1)OCC(=O)N1CCCCCC1 | -4% | 1%
CCN(C(=O)CSc1nc(C)c(C)c(C)n1)C1CCS(=O)(=O)C1 (stereo not drawn) | -9% | -15%
Cn1c(N)c(C(=O)COC(=O)CNC(=O)c2ccccc2)c(=O)n(C)c1=O | -14% | -3%
O=C(CN1c2cccc3cccc(c23)S1(=O)=O)N1CCCCC1 | -14% | 1%
C[C@H](CO)N1C[C@H](C)[C@@H](CN(C)Cc2ccc(C(=O)O)cc2)Oc2ccc(NS(=O)(=O)c3cn(C)cn3)cc2C1=O | -8% | -4%
COc1ccccc1CNC(=O)CN1NS(=O)(=O)c2ccccc2C1=O | -15% | 8%
O=c1cc(-c2ccsc2)oc2ccccc12 | -25% | 7%
COc1ccc2c(CC(=O)NNC(=O)c3ccccc3F)coc2c1 | -27% | 2%
Cn1nnnc1SCC(=O)Nc1cc(S(=O)(=O)N2CCCCC2)ccc1Cl | -23% | 4%
O=C(COC(=O)/C=C/c1ccco1)NCc1ccc(Cl)cc1Cl | -38% | -1%
CC(=O)NC(CC(=O)Nc1ccc(S(=O)(=O)N2CCOCC2)cc1)c1ccccc1 (stereo not drawn) | -13% | -1%
Cc1cc(Br)c(NC(=O)COC(=O)CC2CC3CCC2C3)c(Br)c1 (stereo not drawn) | -26% | 4%
COc1ccc(C(=O)N2CCN(C(=O)C3CCCO3)CC2)cc1[N+](=O)[O-] (stereo not drawn) | -19% | 2%
Cc1ccc(OC(C)C(=O)OCC(=O)Nc2sccc2C(N)=O)cc1 (stereo not drawn) | -22% | 3%
CCOc1cc(N2CCOCC2)c(OCC)cc1NC(=O)COC(=O)c1ccc([N+](=O)[O-])o1 | 38% | -2%
CC[C@@H]1C/C=C\Cc2ccccc2[C@H](C(=O)C[C@@H](O)CC(C)=O)OC1=O | 46% | 5%
O=C(COc1cccnc1[N+](=O)[O-])Nc1cccc(Br)c1 | -10% | 6%
O=C(CCNC(=O)c1ccccc1)Nc1ccc(Cl)c(S(=O)(=O)N2CCCCC2)c1 | -21% | 2%
C=CC[C@H](CC(=O)NCCO)C(=O)N[C@H](COC(=O)[C@@H](CC=C)CC(=O)OC(C)(C)C)Cc1ccccc1 | 191%[activator] | 8%
COc1ccc(C)cc1NC(=O)C(OC(=O)C1=NNC(=O)CC1)c1ccccc1 (stereo not drawn) | -27% | 0%
Cc1c(C(=O)Nc2cccc(S(=O)(=O)N3CCOCC3)c2)oc2ccccc12 | 23% | 1%
COc1cc(-c2noc(C)c2C(=O)NCCc2cccs2)cc(OC)c1OC | 13% | 0%
COCCCNC(=O)C[C@H]1C[C@H](C(=O)N(C(C)C)C(C)C)[C@@]2(C)c3[nH]c4cc(-c5ccco5)ccc4c3CCN2C1=O | 244%[activator] | -10%
CCOc1ncccc1C(=O)Nc1cccc(-n2cnnn2)c1C | -11% | 3%
COc1ccccc1NCCC(=O)OCC(=O)Nc1cc([N+](=O)[O-])ccc1F | -35% | -4%
COc1ccc(NS(=O)(=O)c2cccc(NC(=O)COc3ccccc3[N+](=O)[O-])c2)cc1 | -52% | 0%
CN(C)S(=O)(=O)c1ccc(C(=O)NNC(=O)C23CC4CC(CC(C4)C2)C3)cc1 | -9% | -7%
Cc1ccc(Cl)c2c1NC(=O)C2=O | -14% | -3%
O=C(COC(=O)C1CCC(=O)N1)Nc1ccccc1OC(F)F (stereo not drawn) | -19% | 7%
O=C(COC(=O)/C=C/c1cccc(Br)c1)NC1CCCC1 | -10% | 3%
CC[C@@]1(C(=O)OC)N[C@H](CN(C)C(=O)C2CCCCC2)[C@@H]2C(=O)N(C)C(=O)[C@@H]21 | -1% | -3%
COc1ccc(-n2c(SCC(=O)N(C)C3CCS(=O)(=O)C3)nc3ccc(O)cc3c2=O)cc1OC (stereo not drawn) | -9% | 1%
Cc1ccc(SCC(=O)N2CCN(S(=O)(=O)c3cccs3)CC2)cc1 | -11% | -6%
CC[C@@H](C)[C@@H]1CN([C@@H](C)CN2CCC[C@H]2CN2C(N)=NC[C@@H]2Cc2ccccc2)C(=N)N1CCc1ccc(Cl)c(Cl)c1 | 102%[activator] | 2%
O=C(NCCN1C(=O)S/C(=C\c2ccc(Cl)cc2)C1=O)C1=COCCO1 | -9% | 7%
CC1CC(C)CN(C(=O)c2cccc(S(=O)(=O)NCc3ccccc3)c2)C1 (stereo not drawn) | -11% | 0%
O=C(CSc1nnc(Nc2ccccc2F)s1)NCC1CCCO1 (stereo not drawn) | -6% | -3%
COc1ccc(OC)c(S(=O)(=O)N2CCN(C)CC2c2ccccc2)c1 (stereo not drawn) | -1% | 1%
CC1(NC(=O)Cc2c(F)cccc2Cl)CCS(=O)(=O)C1 (stereo not drawn) | -38% | 3%

(more compounds)
SMILES | AmpC no deterg | TbPYK inhibitor
O=C(COC(=O)Cc1ccsc1)Nc1ccc(Cl)cc1F | -12% | 4%
C[C@H](CO)N1C[C@H](C)[C@@H](CN(C)C(=O)NC2CCCCC2)Oc2c(NC(=O)C3CCCCC3)cccc2C1=O | 86%[activator] | -12%
CCN(C[C@H]1N[C@@](CC)(C(=O)OC)[C@H]2C(=O)N(C)C(=O)[C@@H]12)C(=O)Nc1ccc(F)cc1 | -25% | -3%
O=C(C[C@H]1C[C@H](C(=O)N2CCCCC2)[C@@]2(CCc3ccccc3)c3[nH]c4ccc(Cl)cc4c3CCN2C1=O)NCc1cccc(C(F)(F)F)c1 | -18% | 5%
COc1ccc(C(=O)COC(=O)c2ccccn2)c(OC)c1 | -10% | -6%
C[C@H]1CN([C@@H](C)CO)C(=O)Cc2cc(NS(C)(=O)=O)ccc2O[C@@H]1CN(C)CC1CC1 | -24% | 1%
C[C@H](CO)N1C[C@H](C)[C@@H](CN(C)S(C)(=O)=O)Oc2ccc(NC(=O)Nc3ccccc3)cc2C1=O | -24% | 2%
CC(=O)NCCc1ccc(C(=O)COC(=O)c2cccn2C)cc1 | 3% | -9%
COc1ccc(CNC(=O)C(C)OC(=O)c2cccc(N(C)C)c2)cc1 (stereo not drawn) | -9% | 3%
O=C1CN(C(=O)CN2C(=O)NC(c3ccccc3)(c3ccccc3)C2=O)c2ccccc2N1 | -35% | 5%
O=C(CSc1n[nH]c(=O)n1C1CC1)Nc1ccc(F)c(Cl)c1 | -18% | -3%
COc1ccc2[nH]c3c(c2c1)CCN1C(=O)C(CC(=O)NCc2cccc(C(F)(F)F)c2)C[C@H](C(=O)N2CCCCC2)[C@@]31C (stereo partly drawn) | 177%[activator] | -2%
CCc1noc(C)c1C(=O)OCC(=O)NCc1ccc(Cl)cc1 | -8% | 0%
CN(C)C(=O)CCc1ccc2c3c([nH]c2c1)[C@]1(C)[C@@H](C(=O)N2CCCCC2)C[C@H](CC(=O)NCCCn2ccnc2)C(=O)N1CC3 | 37% | -3%
N#CCCN(Cc1cccnc1)C(=S)NC(=O)c1ccccc1 | -7% | ?

A portion taken from the entries so far, as a working copy:
SMILES | AmpC no deterg | TbPYK inhibitor
CN(C)C(=O)CCc1ccc2c3c([nH]c2c1)[C@]1(C)[C@@H](C(=O)N2CCCCC2)C[C@H](CC(=O)NCCCn2ccnc2)C(=O)N1CC3 | 37% | -3%
N#CCCN(Cc1cccnc1)C(=S)NC(=O)c1ccccc1 | -7% | ?
